EBI2 antag = EBI2 (human) antagonism | EBI2 beta-arrestin recruitment, luminescence, 7a,25-OHC stimulated | 360,000 tested, 0.81% active | AID 651636 | inhibition, % at 5 µM | P32249; in the data active means inhibition above about 38%;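 further: enzyme fragment complementation signal reports receptor beta-arrestin coupling in cells; 0% = agonist plus DMSO wells and 100% = wells without agonist; some results beyond the cut were filed as inactive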
Target sequence (P32249 whole entry, looked up, the tested form may be a part): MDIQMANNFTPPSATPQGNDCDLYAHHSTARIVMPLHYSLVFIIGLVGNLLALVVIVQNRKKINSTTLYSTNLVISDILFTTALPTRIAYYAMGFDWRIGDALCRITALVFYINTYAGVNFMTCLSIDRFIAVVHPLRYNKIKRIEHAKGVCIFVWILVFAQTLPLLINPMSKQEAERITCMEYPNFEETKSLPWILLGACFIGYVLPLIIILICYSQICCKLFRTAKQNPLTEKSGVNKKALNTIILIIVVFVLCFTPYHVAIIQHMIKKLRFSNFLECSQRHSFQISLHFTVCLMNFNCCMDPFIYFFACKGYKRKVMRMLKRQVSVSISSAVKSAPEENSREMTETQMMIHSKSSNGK
UPR CHOP act = activators of apoptotic arm of unfolded protein response (CHOP) | CHO-CHOP luciferase reporter, UPR activation, luminescence; percent of tunicamycin response over DMSO baseline | activation, % at 10 µM | 330,000 tested, 0.34% active | AID 449763;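 active means at 10 µM dose, activation of 40% or more, normalized to positive control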;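 further: 100% = tunicamycin at 10 µg/mL and 0% = DMSO alone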
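assay system = CHO CHOP reporter cells | amount = 500 CHO-CHOP cells per well | buffer or medium = F12 with 10% FBS | incubation = 16-18 h cell attachment, then 6 h compound exposure, 37 °C | detection = luminescence read with Steady-Glo | read-out = percent activation relative to tunicamycin control | controls = tunicamycin high control, DMSO low control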
Mdm2 MdmX PPI = disrupts the human Mdm2-MdmX interaction; O15151+Q00987; AID 485346; SaOS-2 split-luciferase Mdm2/MdmX complementation, luminescence; 330,000 tested, 3% active; inhibition, % at 8 µM;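 active means inhibition of at least 50% at 8 µM in the primary screen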
Jurkat NFkB inh = lowers PMA/ionomycin-induced NF-kB signal in Jurkat cells | PMA/ionomycin-induced NF-kB luciferase reporter, luminescence | inhibition, % at 4 µM | 330,000 tested, 0.53% active | AID 435003; in the data active means inhibition above about 50%
UPR XBP1 act = activators of adaptive arm of unfolded protein response (XBP1); activation, % at 20 µM; 330,000 tested, 0.33% active; AID 463104; CHO-XBP1 luciferase reporter, IRE1-XBP1 UPR activation, luminescence; percent of tunicamycin response, DMSO as zero;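 active means versus positive control, 20 µM dose yields 30% or more activation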;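 further: 100% = tunicamycin at 10 µg/mL and 0% = DMSO only wells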
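assay system = CHO-XBP1 luciferase reporter cells | amount = 1000 cells/well | buffer or medium = F12 plus 10% FBS | compound dosing = single point, 20 µM final compound, 1% DMSO | incubation = 16-18 h cell attachment at 37 °C, then 6 h compound exposure | detection = Steady-Glo luminescence read | controls = tunicamycin 10 µg/mL and vehicle-only wells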
Gli-Sufu block = antagonists of Gli-Sufu signaling. inhibition, % at 5 µM. Sufu-KO-LIGHT fibroblasts, Gli luciferase reporter luminescence. 340,000 tested, 0.74% active;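 active means inhibition above about 55%, limit read from the data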;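 further: 0% = DMSO-treated cells and 100% = wells with medium but no cells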
697 NFkB inh = inhibitors of the PMA/ionomycin-induced NF-kB reporter in 697 B cells; AID 435022; 697 B-cell NF-kB luciferase reporter, 16 h; 330,000 tested, 0.33% active; inhibition, % at 4 µM; in the data active means inhibition above about 35%
CCR6 antag = CCR6 (human) receptor antagonism | CHO-K1 CCR6 PathHunter beta-arrestin, luminescence, CCL20-stimulated | inhibition, % at 20 µM | 340,000 tested, 0.49% active | AID 493098;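 active means compounds whose inhibition of the agonist-driven luminescence signal at 20 µM reaches about 50%, limit read from the data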;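 further: cells stimulated with CCL20 at 14 nM final; plate controls were DMSO with CCL20 for no effect and DMSO without agonist for full effect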
CXCR6 inh = blocks human CXCR6 beta-arrestin recruitment. O00574. CHO-K1 PathHunter CXCR6 beta-arrestin, luminescence. inhibition, % at 20 µM. 360,000 tested, 0.36% active; in the data active means inhibition above about 34%, passing the limit was not always enough;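 further: antagonist mode with CXCL16 agonist at 10 nM final; 0% = 10 nM CXCL16 with DMSO and 100% = unstimulated wells without agonist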
Target sequence (O00574 whole entry, looked up): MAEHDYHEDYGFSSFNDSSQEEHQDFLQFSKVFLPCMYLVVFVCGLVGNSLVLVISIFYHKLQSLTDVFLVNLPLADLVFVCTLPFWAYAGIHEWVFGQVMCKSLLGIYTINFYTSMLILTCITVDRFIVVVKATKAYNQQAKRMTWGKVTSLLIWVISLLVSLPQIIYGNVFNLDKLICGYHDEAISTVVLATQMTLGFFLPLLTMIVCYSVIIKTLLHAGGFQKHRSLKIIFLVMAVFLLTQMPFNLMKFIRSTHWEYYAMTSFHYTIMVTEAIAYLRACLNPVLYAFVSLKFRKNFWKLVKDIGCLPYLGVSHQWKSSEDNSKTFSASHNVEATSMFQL
* hit, by the source's call; · = not tested or not shown.

SMILES	EBI2 antag	UPR CHOP act	Mdm2 MdmX PPI	Jurkat NFkB inh	UPR XBP1 act	Gli-Sufu block	697 NFkB inh	CCR6 antag	CXCR6 inh
CCCOc1ccc(N2C(=O)CC(N(CCc3ccc(OC)cc3)C(=O)/C=C/C(=O)O)C2=O)cc1 (stereo unspecified)	-4	-0.5	-1	3	0	7	12	8	-9
COc1ccc(-c2nnc(SC3CCOC3=O)n2C2CCCCC2)cc1OC (stereo unspecified)	-1	-1.3	-5	0	0	0	-5	-8	5
O=S1(=O)N=C(Nc2ccc(N3CCOCC3)c(Cl)c2)c2ccccc21	-8	4.1	-34	-34	1	-51	-48	10	-7
COC(=O)c1ccccc1-c1ccc(C=O)o1	-8	1.1	18	26	-2	-1	17	15	2
CSc1nc(C(=O)N2CCc3c([nH]c4ccccc34)C2c2ccccn2)cs1 (stereo unspecified)	5	-1.8	-13	1	-2	7	-10	3	9
C=CCn1c(Cc2cccs2)nnc1SCC(=O)Nc1cccc(OC)c1	-7	-1.6	17	-14	-2	0	-29	1	-1
CCOc1ccc(N2CC(C(=O)Nc3ncccc3C)CC2=O)cc1 (stereo unspecified)	-5	-0.2	-8	-2	-4	-15	7	-6	-3
COc1ccc(C(=O)NNC(=O)C(=O)Nc2ccc(C)cc2)cc1	-8	-1.3	24	-15	2	6	-3	3	0
O=C(OC(C(=O)Nc1ccc([N+](=O)[O-])cc1Br)c1ccccc1)c1ccccc1 (stereo unspecified)	29	-1.6	15	-2	-3	-1	29	5	2
COc1cc(/C=C2\C(=O)NN(c3ccc(C)cc3)C2=O)cc([N+](=O)[O-])c1O	1	-0.9	0	-10	-2	2	-1	44	33
COC(=O)c1ccc(CC(=O)c2nc3ccccc3s2)cc1	13	3.5	-4	-18	-4	-5	-15	28	11
COc1ccc(CCNS(=O)(=O)c2ccc(S(=O)(=O)N3CCCC3)cc2)cc1OC	-6	1.4	20	-9	-3	-3	-3	4	-2
COc1ccc(-c2nnnn2C(C)C)cc1S(=O)(=O)Nc1ccccc1	10	1.1	17	-6	1	2	32	-1	2
Cc1ccc(C(=O)C(c2ccccc2)N2Cc3ccccc3C2=N)cc1 (stereo unspecified)	33	1.0	79*	2	9	56*	-20	6	4
O=C(CNc1ccccc1)N/N=C/c1c[nH]c2ccccc12	-11	-0.6	31	12	-4	-6	21	5	-4
CC1CCN(CCCNS(=O)(=O)c2ccc3c(c2)CCN3C(=O)C2CC2)CC1	-14	-1.6	17	-14	-2	25	8	40	2
CCC(C(=O)Nc1cc(F)ccc1F)n1nc(C)c2c(C)n(-c3ccc(C)cc3)nc2c1=O (stereo unspecified)	-2	1.7	38	-8	-4	32	-32	20	3
COc1ccc(NC(=O)C(C)N2c3cccc4cccc(c34)S2(=O)=O)c(OC)c1 (stereo unspecified)	10	4.4	12	22	-3	11	6	13	1
CC(C)(CNC(=O)c1cc2c(s1)CCCC2)N1CCOCC1	-7	2.0	-13	-12	3	-10	-13	13	-3
COc1cccc(-n2c(Cc3cc(=O)[nH]c(=O)[nH]3)nnc2SC(C)C)c1	-13	-1.8	12	1	-2	3	11	-5	7
COc1ccc(C(CNC(=O)Nc2cccc(C)c2)N2CCN(C)CC2)cc1 (stereo unspecified)	-9	1.7	-19	-31	-1	12	-56	-4	3
Cc1ccccc1-n1c(SC(C)C(=O)NCC2CCCO2)nnc1-c1ccncc1 (stereo unspecified)	2	·	·	·	·	-5	·	12	3
Cc1ccc(N(CC(=O)NC2CCCC2)C(=O)Cn2nnc(-c3ccccc3F)n2)cc1	22	1.4	33	6	-2	-7	9	5	-5
Cc1nc(-c2ccc3c(c2)OCO3)cs1	-6	3.6	-8	-15	5	-16	-11	-3	2
C#Cc1ccc([C@H]2C=C(C(=O)OCC=C)O[C@@H](OCc3ccc(CO)cc3)C2)cc1	19	-1.3	-4	12	-1	5	9	26	13
COC(=O)Cn1c2[n+](c3ccccc31)CC(O)CS2 (stereo unspecified)	-1	-1.4	22	-12	-2	-3	-1	3	7
CCOC(=O)Nc1sc2c(c1C#N)CCCC2	0	13	-26	-35	-1	21	-50	-5	5
Cc1c(C)c2c(OCC(=O)NCc3cccnc3)cc3c(c2oc1=O)CCC(C)(C)O3	-4	-0.6	19	0	-2	-1	25	-3	-6
CCOc1ccccc1NC(=S)NCCc1ccccc1	-18	-1.4	7	-13	1	2	-29	13	6
CCCCn1c(CCc2ccccc2)nc2cc3[nH]c(=O)c(C(C)C)nc3cc21	16	0.2	51*	-13	10	-5	7	-2	-5
Cc1cccc(C(=O)Nc2ccc3c(c2)C(=O)NC3=O)c1	-4	6.5	0	-6	5	6	5	13	8
O=C(NCC1CCCCC1)c1cccc(S(=O)(=O)NCc2cccnc2)c1	-11	1.2	17	-10	-3	0	14	16	-5
CCOCCCNC(=O)c1cc(Nc2ccc(OC)cc2OC)nc2ccccc12	-7	-1.4	12	12	-5	4	0	14	6
Cc1ccc(S(=O)(=O)N(C)c2ccc(OCc3cccc(C)c3)cc2)cc1	17	-1.4	34	1	-6	-8	-8	27	7
O=C(OCC(=O)N1CCN(C(=O)c2ccco2)CC1)c1ccccc1OCc1ccccc1	0	-2.0	0	-3	3	7	-7	6	-2
O=C(CCNC(=O)c1ccccc1)Nc1nc2ccccc2s1	-3	3.4	-16	-35	2	-22	-57	6	0
CCOc1ccc(NC(=O)CN(C)S(=O)(=O)c2ccc(-c3ccc(=O)[nH]n3)s2)cc1	3	3.6	13	1	-5	-3	4	14	4
CCCCOCCCNS(=O)(=O)c1ccccc1	9	-0.3	17	5	3	-2	11	7	-4
CCc1ccc(/C=C2\Oc3ccc(C(=O)OC)cc3C2=O)cc1	-16	4.4	-10	-9	2	-46	-89	4	-16
Cc1ccccc1C(=O)N1CCC(C(=O)NN2C(=O)NC3(CCC(C)CC3)C2=O)CC1 (stereo unspecified)	-6	1.6	-20	7	2	1	14	-12	6

Arranged by SMILES length (rising): part of the list above
SMILES	EBI2 antag	UPR CHOP act	Mdm2 MdmX PPI	Jurkat NFkB inh	UPR XBP1 act	Gli-Sufu block	697 NFkB inh	CCR6 antag	CXCR6 inh
CCOc1ccccc1NC(=S)NCCc1ccccc1	-18	-1.4	7	-13	1	2	-29	13	6
CCc1ccc(/C=C2\Oc3ccc(C(=O)OC)cc3C2=O)cc1	-16	4.4	-10	-9	2	-46	-89	4	-16
CCOCCCNC(=O)c1cc(Nc2ccc(OC)cc2OC)nc2ccccc12	-7	-1.4	12	12	-5	4	0	14	6

More records:
SMILES	EBI2 antag	UPR CHOP act	Mdm2 MdmX PPI	Jurkat NFkB inh	UPR XBP1 act	Gli-Sufu block	697 NFkB inh	CCR6 antag	CXCR6 inh
CN(C)S(=O)(=O)c1ccc(C(=O)Nc2ccc(CCC(=O)N3CCCC3)cc2)cc1	0	·	·	·	·	14	·	11	-8
CCOC(=O)N1CCN(C(=O)c2ccc(OCC)cc2)CC1	25	0.1	17	0	2	-6	14	-3	-4
O=C(O)c1cccc(C(=O)Nc2cccc(NC(=O)C3CCCO3)c2)c1 (stereo unspecified)	-4	-5.7	10	-10	-2	-8	-31	0	-4
COC(=O)C1C(c2ccccc2)C(C(=O)N2CCN(C)CC2)C1c1ccccc1 (stereo unspecified)	-3	-1.9	1	1	2	-1	-4	8	-6
COc1ccccc1-c1cccc([C@@H]2C[C@H]3[C@H](CON3C)CN2C)c1	-3	·	·	·	·	-23	·	-5	7
Fc1cccc(CN2CCSCC2)c1	-13	-1.4	11	-15	-2	1	6	13	3
CCOC(=O)c1cccc(NC(=O)Cn2nc(C)n3cccc3c2=O)c1	-3	-1.3	5	4	-3	6	0	2	-2
CCCNC(=O)c1nc2ncc(Br)cn2n1	-6	-1.8	7	-4	-1	7	1	0	8
Cn1ccc(=Nc2ccc(NC(=O)c3ccc(N=c4ccn(C)c5ccc([N+](=O)[O-])cc45)cc3)cc2)cc1	-9	7.0	-4	51*	-2	5	-4	9	-1
CCC(COC(=O)c1ccccc1)Oc1cc(NCc2ccccc2)c2ncn(C(C)C)c2c1 (stereo unspecified)	15	-1.8	14	-10	-4	4	-14	23	-3
CC(CN1CCOCC1)OC(=O)c1ccc(Cl)cc1Cl (stereo unspecified)	5	7.4	-10	-12	3	30	-20	7	-1
COc1ccc(NS(=O)(=O)c2cc(N=Nc3c(O)[nH]c(=O)[nH]c3=O)ccc2Cl)cc1	4	1.0	-8	4	-4	4	5	25	17

Structural class: the entries above with a COOH group (two)
SMILES	EBI2 antag	UPR CHOP act	Mdm2 MdmX PPI	Jurkat NFkB inh	UPR XBP1 act	Gli-Sufu block	697 NFkB inh	CCR6 antag	CXCR6 inh
CCCOc1ccc(N2C(=O)CC(N(CCc3ccc(OC)cc3)C(=O)/C=C/C(=O)O)C2=O)cc1 (stereo unspecified)	-4	-0.5	-1	3	0	7	12	8	-9
O=C(O)c1cccc(C(=O)Nc2cccc(NC(=O)C3CCCO3)c2)c1 (stereo unspecified)	-4	-5.7	10	-10	-2	-8	-31	0	-4

Structures shown so far with a Cl atom (3):
SMILES	EBI2 antag	UPR CHOP act	Mdm2 MdmX PPI	Jurkat NFkB inh	UPR XBP1 act	Gli-Sufu block	697 NFkB inh	CCR6 antag	CXCR6 inh
O=S1(=O)N=C(Nc2ccc(N3CCOCC3)c(Cl)c2)c2ccccc21	-8	4.1	-34	-34	1	-51	-48	10	-7
CC(CN1CCOCC1)OC(=O)c1ccc(Cl)cc1Cl (stereo unspecified)	5	7.4	-10	-12	3	30	-20	7	-1
COc1ccc(NS(=O)(=O)c2cc(N=Nc3c(O)[nH]c(=O)[nH]c3=O)ccc2Cl)cc1	4	1.0	-8	4	-4	4	5	25	17

An excerpt from above in order of their number in 697 NFkB inh, high to low.
molecule | 697 NFkB inh
Fc1cccc(CN2CCSCC2)c1 | 6
COc1ccc(NS(=O)(=O)c2cc(N=Nc3c(O)[nH]c(=O)[nH]c3=O)ccc2Cl)cc1 | 5
CCCNC(=O)c1nc2ncc(Br)cn2n1 | 1
Cn1ccc(=Nc2ccc(NC(=O)c3ccc(N=c4ccn(C)c5ccc([N+](=O)[O-])cc45)cc3)cc2)cc1 | -4
CCC(COC(=O)c1ccccc1)Oc1cc(NCc2ccccc2)c2ncn(C(C)C)c2c1 (stereo unspecified) | -14
CC(CN1CCOCC1)OC(=O)c1ccc(Cl)cc1Cl (stereo unspecified) | -20
O=C(O)c1cccc(C(=O)Nc2cccc(NC(=O)C3CCCO3)c2)c1 (stereo unspecified) | -31

Screens as filed in PubChem.
